CHT inh: inhibitors of human choline transporter CHT; CHT-expressing cells, membrane potential dye, choline response; active compounds read low; High affinity choline transporter 1 (Homo sapiens), Q9GZV3; B-score at 10 µM; actives 0.86% (n = 310,000);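 active = B-score over 3 SD under the library average, and starting fluorescence ratio not unusually high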;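 also: choline stimulus applied at its EC90 after an EC20 pre-addition; B-score computed on integrated fluorescence ratio after choline addition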
Target sequence (Q9GZV3 whole entry, looked up): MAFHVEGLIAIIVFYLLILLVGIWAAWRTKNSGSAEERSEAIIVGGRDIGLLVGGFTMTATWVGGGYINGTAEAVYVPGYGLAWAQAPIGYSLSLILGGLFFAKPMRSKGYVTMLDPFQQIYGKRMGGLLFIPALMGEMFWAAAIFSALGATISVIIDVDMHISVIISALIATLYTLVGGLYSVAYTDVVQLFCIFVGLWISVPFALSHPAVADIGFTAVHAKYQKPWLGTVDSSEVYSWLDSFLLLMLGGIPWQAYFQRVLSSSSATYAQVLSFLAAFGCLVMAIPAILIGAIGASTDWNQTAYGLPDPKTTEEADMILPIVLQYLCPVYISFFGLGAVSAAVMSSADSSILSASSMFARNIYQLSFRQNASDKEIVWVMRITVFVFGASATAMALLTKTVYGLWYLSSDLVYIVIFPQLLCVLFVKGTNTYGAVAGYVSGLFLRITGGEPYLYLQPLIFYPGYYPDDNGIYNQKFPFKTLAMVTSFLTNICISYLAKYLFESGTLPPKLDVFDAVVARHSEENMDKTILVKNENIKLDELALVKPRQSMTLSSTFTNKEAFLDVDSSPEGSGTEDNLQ
KCNQ2 block: KCNQ2 potassium channel inhibitors, primary screen, cell-based, CHO-K1, FluxOR thallium flux, B-score (AID 2156) | Potassium voltage-gated channel subfamily KQT member 2 (Rattus norvegicus), O88943 | 20 min; active compounds read low | B-score at 10 µM | actives 1.1% (n = 310,000);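 active = fluorescence ratio B-score at most minus 3 library SDs, with starting brightness B-score within 2 library SDs, cut at about -5.5 in these data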
Kir21 inh: inhibitors of mouse Kir2.1 inward-rectifier potassium channel | Inward rectifier potassium channel 2 (Mus musculus), P35561 | HEK293-Kir2.1, FluxOR thallium flux fluorescence; active compounds read low | B-score at 10 µM | actives 0.85% (n = 310,000);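 active = fluorescence ratio B-score at or below minus 3 SD of library scores, with starting-brightness B-score within 2 SD, cut at about -4.2 in these data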;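 also: channel flux triggered by added potassium and thallium sulfate stimulus; B-score of peak minus minimum fluorescence over baseline after thallium stimulus; more negative B-score means stronger Kir2.1 block with less thallium influx; some compounds called inactive have numbers as strong as hits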
Target sequence (P35561 whole entry, looked up): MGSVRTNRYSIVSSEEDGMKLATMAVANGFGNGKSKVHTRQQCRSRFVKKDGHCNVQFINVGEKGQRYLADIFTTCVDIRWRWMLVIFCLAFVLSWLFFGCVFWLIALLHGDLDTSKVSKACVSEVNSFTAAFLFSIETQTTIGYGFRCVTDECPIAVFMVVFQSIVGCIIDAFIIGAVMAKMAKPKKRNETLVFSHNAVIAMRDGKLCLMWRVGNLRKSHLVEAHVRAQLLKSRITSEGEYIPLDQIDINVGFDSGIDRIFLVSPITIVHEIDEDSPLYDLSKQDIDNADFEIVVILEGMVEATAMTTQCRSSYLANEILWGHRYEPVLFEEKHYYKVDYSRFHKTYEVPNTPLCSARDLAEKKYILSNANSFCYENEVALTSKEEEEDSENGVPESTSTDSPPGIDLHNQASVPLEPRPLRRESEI
* hit, by the source's call; i = inactive; . = not tested or not shown.

SMILES	CHT inh	KCNQ2 block	Kir21 inh
CC(C)(C)NC(=O)C(c1cccnc1)N(C(=O)c1csnn1)c1ccccc1 (stereo not given)	i	i	-0.27
COCCCNCCOCCSc1ccc(Cl)cc1	i	i	1.6
COc1ccc(CNC(=O)/C(C#N)=C/c2cccc(OC)c2OC)cc1	i	i	-0.21
CCOC(=O)c1sc(NC(=S)NC(=O)c2ccco2)nc1C	i	i	1.3
Cc1ccc(N2CN=C3SCC(=O)N3C2)cc1C	i	i	0.5
CCOC(=O)CC1COCCN1Cc1cn[nH]c1-c1ccc2c(c1)OCO2 (stereo not given)	i	i	-0.26
COC(=O)C1=C(C(=O)OC)[N+]2=C3N(C(=O)NC2(C)C)[C@H](CO)C[C@@]32c3ccccc3N(Cc3ccccc3)[C@@H]12	i	i	1.3
Cc1cccc(NC(=O)N(C)Cc2cccs2)c1	i	i	-0.79
CCCC(=O)NCC(c1cccs1)S(=O)(=O)c1ccc(Cl)cc1 (stereo not given)	i	i	-3.3
CCOC(=O)C1CCCN(C(=O)CCNS(=O)(=O)c2cc(Br)cnc2N)C1 (stereo not given)	i	i	-0.06
CCCSc1sc(C(=O)OC)c(-c2cccs2)c1C#N	i	i	0
CCCC(C)NC(=O)COc1ccc(Sc2ccc(OCC(=O)NC(C)CCC)cc2)cc1 (stereo not given)	i	i	-0.3
CN(C)C(=O)CSc1nnc(NC(=O)CCc2ccccc2)s1	i	i	-0.34
O=C(CNC(=O)c1ccccc1F)NNC(=O)c1ccccc1O	i	i	1.1
CCc1ccc(OCC(=O)N(Cc2ccccc2)C2CCS(=O)(=O)C2)cc1 (stereo not given)	i	i	-0.68
Cc1c(C)c2ccc(OC(C)C(=O)N3CC[C@@]4(O)CCCC[C@H]4C3)c(C)c2oc1=O (stereo not given in full)	i	i	1.1
O=C(c1cc(Cl)ccc1[N+](=O)[O-])N1CCc2ccccc2C1	i	i	-0.12
Cc1ccc(OCC(=O)N/N=C/c2ccc([N+](=O)[O-])o2)cc1	i	i	0.38
CCOC(=O)CNC(=O)CSc1nnc(-c2ccco2)n1N	i	i	-1.4
O=C(Nc1ccccc1[N+](=O)[O-])c1cncc(Br)c1	i	i	-0.38
C/C(=N\Nc1cc(N2CCOCC2)nc(C)n1)c1cccc([N+](=O)[O-])c1	i	i	-0.05
CCn1c(S(=O)(=O)O)nc2ccccc21	i	i	-0.01
COCc1c(C#N)c(NCCc2ccc(F)cc2)nc(C)c1[N+](=O)[O-]	i	i	0.34
CN(C)c1ccc(N=Nc2cccc3ccoc23)cc1	i	i	-1.5
C=CCNC(=O)C1(S(=O)(=O)c2ccccc2)CC=CC1	i	i	0.25
O=C(Nc1ccc(S(=O)(=O)N2CCCC2)cc1)c1ccc(OCC2CCCO2)cc1 (stereo not given)	i	i	0.35
O=c1c(-c2ccccc2)coc2c(CN3CCCCC3)c(O)ccc12	i	i	-1.5
Cc1ccc2oc(C(=O)NCc3ccc4c(c3)OCO4)c(C)c2c1	i	i	-1.8
Cc1ccc2nc3c(c(Nc4cccc(O)c4)c2c1)CCC3	i	i	-0.9
CCOc1ccc(C(C)C)cc1S(=O)(=O)Nc1ccc(Cl)cn1	i	i	0.68
O=C(c1snnc1-c1ccccc1)N1CCOCC1	i	i	-0.87
COc1ccc(S(=O)(=O)N(C)CC(=O)Nc2ccccc2OC)cc1C	i	i	-2.3
COc1ccc(Nc2oc(-c3ccco3)nc2S(=O)(=O)c2ccc(F)cc2)cc1	i	i	-0.06
COc1ccccc1NC(=O)CSc1nnc(-c2ccoc2C)n1C	i	i	0.39
O=C(NNC(=O)c1ccncc1)Nc1ccc([N+](=O)[O-])cc1	i	i	0.46
COc1ccc(NC(=O)/C(C#N)=C/c2c(C)nn(-c3ccc(F)cc3)c2Cl)cc1Cl	i	i	-1.3
COCc1cc(=O)[nH]c(Nc2nc3ccccc3o2)n1	i	i	2.4
CCC(=O)N1CCN(c2nc3ccccc3s2)CC1	i	i	-0.04
CCNC(=O)NC(=O)CSc1ccc2ccccc2c1	i	i	0.11
COc1ccc(Br)cc1/C=C/c1ccc2cccc(O)c2n1	i	i	0.77
CCN(CC)C(=O)C1CCN(S(=O)(=O)c2ccc3oc4ccccc4c3c2)CC1	i	i	1.2
O=C(Nc1nc(-c2ccncc2)cs1)c1ccc(F)cc1	i	i	-0.07
COc1ccc(C)cc1N(C(=O)c1snc(C(N)=O)c1N)C(C(=O)NC1CCCCC1)c1ccc(C)o1 (stereo not given)	.	i	-1.8
CCn1nc(C)cc1C(=O)N1CCCC(Nc2ccc(F)c(F)c2)C1 (stereo not given)	i	i	1.1
Fc1ccccc1/C=N/NC(=S)Nc1ccc(Cl)cc1Cl	i	i	-0.88
COc1cc(N)ccc1NC(=O)c1cc2ccccc2o1	i	i	0.76
Cc1ccc(N2C(=O)Cc3ccccc3C2=O)cc1	i	i	0.39
CN(C)CCNc1nc(S(=O)(=O)c2ccccc2)c(Cl)s1	i	i	-0.29
CCSc1ccc(-c2ccco2)nn1	i	i	-2.1
CCc1c(C#N)c(SCc2c(C)noc2C)nc2c1C(=O)CC(C)(C)C2	i	i	-1.9

Additional results.
SMILES	CHT inh	KCNQ2 block	Kir21 inh
COc1ccc(CC(=O)NCCS(=O)(=O)N2CCN(c3ccc(F)cc3)CC2)cc1OC	i	i	-1.1
COc1ccc(C(=O)NCCS(=O)(=O)N2CCCCCC2)cc1	i	i	-0.39
Cc1ccc(S(=O)(=O)NC2=NCCC2)cc1	i	i	1.2
Cc1nn(CCCC(=O)Nc2c(F)cc(F)cc2Br)c(C)c1[N+](=O)[O-]	i	i	-0.77
O=C(NC1CCc2ccccc21)c1cc(COc2cncc(Cl)c2)on1 (stereo not given)	i	i	-0.05
Cc1c(S(=O)(=O)N(C)C2CCCCC2)c(=O)n(C)c(=O)n1C	i	i	-2.6
CCN(c1cccc(C)c1)S(=O)(=O)c1ccc2[nH]c(=O)c(=O)[nH]c2c1	i	i	-0.39
CC1(C)Cc2nc3sc4c(=O)n(CC(=O)NCc5ccco5)cnc4c3cc2CO1	i	i	0.18
Cc1[nH]c(C)c2c(=O)n(Cc3ccc(Cl)cc3)ncc12	i	i	2.5
CC(C)[C@H](NC(N)=O)C(=O)NCCc1ccc(Cl)cc1Cl	i	i	-0.32
Fc1ccc(Cn2nnc(-c3ccc(Cl)cc3)n2)cc1	i	i	-1.4
O=C(c1ccco1)c1cn(CC(=O)N2CCCCCC2)c2ccccc12	i	i	0.04
O=C(O)C1CC(O)CN1S(=O)(=O)c1cccs1 (stereo not given)	i	i	-1.6
CCN1CCCC(OC(=O)Nc2ccccc2)C1 (stereo not given)	i	i	-0.05
Cn1cc(CN2CCC(Oc3ccc(C(=O)N4CCCC4)cc3)CC2)cn1	i	i	0.04
Cc1ccc(-n2c(C)cc(/C=N/Nc3ccc([N+](=O)[O-])cn3)c2C)c(C)c1	i	i	-0.02
O=C(CNCc1ccc(F)cc1)Nc1ccc(S(=O)(=O)N2CCOCC2)cc1	i	i	0.12
CCCCn1c(N)c(N(CC(C)C)C(=O)CCNC(=O)c2ccc(Br)cc2)c(=O)[nH]c1=O	i	i	0.94
N#C/C(=C/c1ccco1)C(N)=S	i	i	1.4
CN1CCn2c1nc(N1CCOCC1)nc2=O	i	i	0.07
COc1ccc(/C=C(/NC(=O)/C=C/c2ccccc2)C(=O)N2CCOCC2)cc1	i	i	-0.57
Cc1ccc2c(c1)c1ncn(CCC3=CCCCC3)c(=O)c1n2C	i	i	1.1
CCc1nc2sc3c(Cl)ncnc3c2c2c1CCCC2	i	i	0.67
CC(C)NC(=O)NC(=O)CSc1ncccn1	i	i	1.2
CC(C)N1C(=O)CCC1C(=O)NCc1ccc(F)cc1Cl (stereo not given)	i	i	-6
COc1cc(OC)cc(C(=O)NCC(=O)OCC(=O)Nc2ncc(Cl)cc2Cl)c1	i	i	-0.7
CC(C)C(c1nnnn1Cc1ccco1)N1CCN(c2nc3ccccc3s2)CC1 (stereo not given)	i	i	-0.16
CC(C)Sc1nc2c(c(=O)n(C)c(=O)n2C)n1C	i	i	-0.02
O=C(COc1ccccc1[N+](=O)[O-])N/N=C/c1ccc[nH]1	i	i	-0.33
CC1CCCCC12NC(=O)N(CC(=O)NCc1ccc3c(c1)OCO3)C2=O (stereo not given)	i	i	-0.52

Next part, overlapping the part above by five compounds.
SMILES	CHT inh	KCNQ2 block	Kir21 inh
COc1cc(OC)cc(C(=O)NCC(=O)OCC(=O)Nc2ncc(Cl)cc2Cl)c1	i	i	-0.7
CC(C)C(c1nnnn1Cc1ccco1)N1CCN(c2nc3ccccc3s2)CC1 (stereo not given)	i	i	-0.16
CC(C)Sc1nc2c(c(=O)n(C)c(=O)n2C)n1C	i	i	-0.02
O=C(COc1ccccc1[N+](=O)[O-])N/N=C/c1ccc[nH]1	i	i	-0.33
CC1CCCCC12NC(=O)N(CC(=O)NCc1ccc3c(c1)OCO3)C2=O (stereo not given)	i	i	-0.52
CCOC(=O)N1CCN(S(=O)(=O)c2cccc3cccnc23)CC1	i	i	0.93
Cn1c(SCC(=O)c2ccccc2)nnc1-c1ccncc1	i	i	0.36
CCOC(=O)C1CCN(C(=O)CCc2c(C)nc3ncnn3c2C)CC1	i	i	1.2
CN(CCC1CCOCC1)Cc1cn[nH]c1-c1ccc(-c2ccccc2)cc1	i	i	1
Cc1ccc(S(=O)(=O)N(CC(=O)N2CCC(C)CC2)Cc2ccccc2F)cc1	i	i	-1.1
CCOc1ccc(NC(=O)COC(=O)CCS(=O)(=O)c2ccc(C)cc2)cc1	i	i	0.04
COc1ccc(NC(=O)C(F)(F)F)cc1OC	i	i	-0.8
O=c1c2c3c(sc2nc(NCCO)n1CCc1ccccc1)CCCCC3	i	i	-0.02
O=C(/C=C/c1cccc([N+](=O)[O-])c1)OC1CCCCC1=O (stereo not given)	i	i	0.17
COc1ccc(-c2cc(C(F)(F)F)c(C#N)c(SCC(=O)Nc3ccccc3C#N)n2)cc1	i	i	1.9
CCn1cc(C(=O)N2CCc3ccccc32)c(=O)c2cc(S(=O)(=O)N3CCCC3)ccc21	i	i	1.1
CCCNC(=O)Cc1c(O)c2ccccc2[nH]c1=O	i	i	0.58
COc1ccc(C(C[N+](=O)[O-])C2(c3ccc(OC)c(OC)c3)C(=O)c3ccccc3C2=O)cc1 (stereo not given)	i	i	-1.9
CCCCCC1CCC(C(=O)O)CC1 (stereo not given)	i	i	1.2
O=C(OCc1c(F)cccc1Cl)c1cnc(Cl)c(Cl)c1	i	i	-2.3
Cc1ccc(N2C(=O)CCC2=O)c(C)c1	i	i	-1.1
COc1cc(OC)cc(C(=O)N[C@H](C(=O)Nc2nc(-c3ccc(F)c(F)c3)cs2)C(C)C)c1	i	i	1.8
COc1ccc2c(c1)CCC/C2=N/OC(=O)c1ccccc1OC	i	i	0.37
Cc1ccn2c(C(=O)N/N=C/c3ccc(Cl)cc3)c(C)nc2c1	.	i	0.17
Cc1ccc(OCC(=O)NN=C2c3ccccc3-c3ccccc32)cc1	i	i	0.51
CCC/C(C)=C/c1ccc(CC)cn1	i	i	-0.58
CC1CCN(C(=O)CSc2nnc(-c3cccnc3)n2C2CCCCC2)CC1	i	i	0.39
Cc1ccc(OCCNC(=O)c2ccccc2O)cc1	i	i	2.1
CC(C)(C)c1cc(NC(=O)CSc2nnc(N)s2)n(-c2ccccc2)n1	i	i	-0.89
Cc1cc(N2CCCC(C(=O)Nc3ccc4c(c3)CCC4)C2)n2ncnc2n1 (stereo not given)	i	i	0.21
CCOC(=O)Cn1c(=N)n(CCOc2ccc(F)cc2)c2ccccc21	i	i	-1.1
COc1ccc(/C=C(\NC(=O)c2ccc(C)cc2)C(=O)NCC2CCCO2)cc1 (stereo not given)	i	i	0.4
CN1N=C(/C=C/c2ccccc2)CCC1=O	i	i	-0.64
CCOC(=O)c1cc(C)nc(SC)c1C#N	i	i	-3.5
Cc1oc(-c2ccccc2)nc1CS(=O)CC(=O)O (stereo not given)	i	i	-1.2
COC(=O)Cn1c(C)nc([N+](=O)[O-])c1Br	i	i	-0.82
O=C(N/N=C/c1cccc(O)c1)C(=O)N1CCCCCC1	i	i	1.4
COc1ccc(OC)c(CNC(=O)CCCn2ccc3cc(S(=O)(=O)N4CCCC4)ccc32)c1	i	i	-0.78
COc1ccc(CC(=O)N/N=C/c2sccc2C)cc1	i	i	0.01
S=C(Nc1ccc(OCc2ccccc2)cc1)Nc1cccc(Cl)c1Cl	i	i	-0.15
COc1ccc(C(O)(CCC(C)C)C(CN2CCOCC2)c2ccccc2)cc1 (stereo not given)	i	i	-0.91
COc1cc(OC)nc(NC(=O)CSc2nc3ccccc3[nH]2)n1	i	i	0.03
Cc1cnc(CN(C)C(=O)CC2C(=O)NCCN2CCCc2ccccc2)[nH]1 (stereo not given)	i	i	0.03

Assay outcomes from PubChem BioAssay.
